KCNH2 WT inh = inhibitors of human wildtype KCNH2 potassium channel; Q12809; U2OS, BacMam KCNH2, thallium flux FluxOr; stronger effect = lower value; activity change, % at 1.84 µM; 340,000 compounds, 0.37% hits; AID 720551;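 active = maximum activity change below -70%; inconclusive = maximum activity change between -70% and -50%; inactive = maximum activity change above -50%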; also: % is scaled to controls: 0 for no effect and ±100 for the full control effect
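U2OS cells transduced with wild-type KCNH2 virus are loaded with FluxOr dye for 45 min, and thallium flux is measured in kinetic reads before and after stimulation buffer. Rate constants are normalized to DMSO controls.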
B2AR arrestin = recruits beta-arrestin to the human beta2-adrenergic receptor. P07550. beta-arrestin recruitment to beta2AR, cell-based reporter. Potency, µM (top dose mostly 46.1 µM), without a hit: at the top dose activation, most hits filed as activators. 330,000 compounds, 0.02% hits;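 also: potency is read from the fitted curve at half-maximal effect; 0% = DMSO controls and full agonism = EC100 isoproterenol or metaproterenol; nearly all actives have a fitted effect of over 65% in size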
Coupling enz = counter-screen for Giardia aldolase inhibitors: coupling enzyme system; coupling enzyme system counterscreen, AmpLite Red fluorescence; activity change, negative = inhibition, % at 58.2 µM, hits read low; 290,000 compounds, 0.67% hits; in the data active = activity change below about -30%; also: % is scaled to controls: 0 for no effect and ±100 for the full control effect
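Final compound at 57.5 uM, incubated 10 min at RT with coupling enzyme reagent (glyceraldehyde-3-phosphate), then 20 min with substrate and AmpLite Red detection. Fluorescence read at 525/598 nm; tests interference with the coupling assay, not aldolase inhibition.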
Giardia kill = kills Giardia lamblia. 340,000 compounds, 0.15% hits. activity change, % at 7.66 µM, hits read low. AID 540267. Giardia lamblia trophozoite viability; in the data active = activity change below about -80%; inconclusive = between about -30% and that limit;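 also: parasites exposed to compound for two days anaerobically before the ATP read; % is scaled to controls: 0 for no effect and ±100 for the full control effect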
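Luminescent ATP signal served as the viability read-out, measured 15-30 min after adding ATP detection reagent to trophozoites that had been incubated with compounds for 48 hrs at 37 deg C anaerobically at 100 cells/well.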
USP2a block = blocks human ubiquitin-specific protease USP2a | USP2 core, Ub-CHOP2 coupled fluorogenic reporter, 485/531 | O75604 | Potency, µM (series often up to 38.3 µM), for inactives: at the highest dose activity change, negative = inhibition, actives largely listed as inhibitors | 330,000 compounds, 0.01% hits;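 also: potency is read from the fitted curve at half-maximal effect; plate controls were DMSO wells for no effect and full inhibition by NEM control for full effect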
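Cell-free coupled assay: 10nM USP2 core preincubated 30min RT with compound in Tris-HCl pH 8.0/CaCl2/CHAPS buffer, then 25nM Ub-CHOP2 and 25nM reporter substrate; fluorescence (Ex 485/Em 531) read after 60min RT, normalized to NEM inhibition, concentration-response curves fitted.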
TRPV1 ag = human TRPV1 agonism | TRPV1-expressing cells, Fluo-8 calcium influx, agonist mode | AID 540275 | Q8NER1 | 320,000 compounds, 0.19% hits | activation, % at 8.33 µM; in the data active = activation above about 80%; inconclusive = between about 30% and that limit; also: 0% is about no effect
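TRPV1-expressing cells were cultured overnight at 35.5C and loaded with Fluo-8 calcium dye for 40 to 90 min at room temperature. After a 10 s baseline, compound was added and calcium influx was read kinetically for 3 min (ex 480/em 520 nm).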
MLL CXXC-DNA inh = MLL CXXC-DNA interaction inhibition; MLL-CXXC / FITC-HOXA9 DNA fluorescence polarization; Potency, µM (titrated, usually from 115 µM), for inactives: at the highest dose activity change, negative = inhibition, actives largely listed as inhibitors; AID 2662; Q03164; 290,000 compounds, 0.037% hits; active = well fitted inhibition curve with a large enough effect in the polarisation, with a control signal flat, not every such curve was filed as active; inconclusive = small, poorly fitted or top-dose-only effect, or effect the other way, or a change in a side signal; inactive = no such curve, though single readings can be large or run the other way; the % refers to the polarisation; also: potency is read from the fitted curve at half-maximal effect
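Fluorescence polarization: 7 uM MLL-CXXC (stock) preincubated 5 min with compounds, then 50 nM fluorescein-HOX-A9 DNA (stock) added; 30 min ambient. Buffer 50 mM Tris-HCl pH 7.5, 50 mM NaCl, 1 mM DTT, 0.05% BSA.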
GALK inhibitor = inhibitors of human galactokinase | P51570 | Purified GALK, Kinase-Glo residual ATP luminescence | Potency, µM (highest dose often 57.5 µM), inactives show at the highest dose activity change, negative = inhibition, hits mostly inhibitors | 270,000 compounds, 0.007% hits | AID 1868; also: potency is read from the fitted curve at half-maximal effect; % is scaled to controls: 0 for no effect and ±100 for the full control effect
Target sequence (P51570 whole entry, looked up): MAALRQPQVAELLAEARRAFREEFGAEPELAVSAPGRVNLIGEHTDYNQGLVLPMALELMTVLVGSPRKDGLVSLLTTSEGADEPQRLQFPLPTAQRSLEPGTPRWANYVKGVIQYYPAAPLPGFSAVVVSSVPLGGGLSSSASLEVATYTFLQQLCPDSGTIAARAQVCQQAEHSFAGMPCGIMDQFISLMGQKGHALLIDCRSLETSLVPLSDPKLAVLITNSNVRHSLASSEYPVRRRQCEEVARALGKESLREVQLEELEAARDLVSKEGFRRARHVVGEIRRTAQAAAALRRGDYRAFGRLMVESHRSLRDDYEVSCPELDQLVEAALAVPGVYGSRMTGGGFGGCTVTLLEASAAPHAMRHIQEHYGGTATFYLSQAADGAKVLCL
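Luminescence from leftover ATP (Ultra-Glo luciferase/luciferin) served as read-out after a 1 h room-temperature reaction of 5 nM GALK with 35 uM ATP and 100 uM galactose.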
KCNH2 3.1 block = blocks the human KCNH2 3.1 channel isoform. activity change, % (tested at about 1.8 µM). AID 720553. U2OS KCNH2 3.1, thallium flux FluxOr; stronger effect = lower value. 340,000 compounds, 0.95% hits;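 active = maximum activity change below -70%; inconclusive = maximum activity change from -70% to -50%; inactive = maximum activity change above -50%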;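 also: thallium influx rate constant from kinetic fluorescence after stimulation buffer; % is scaled to controls: 0 for no effect and ±100 for the full control effect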
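U2OS cells transduced with KCNH2 3.1 mutant virus (1.77 x 10^8 /mL, 4 h), plated overnight at 37 C, loaded 45 min with FluxOr dye plus Red40 quencher. Thallium flux rate constant from kinetic reads after stimulation buffer, normalised to controls.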
PKM2 act = activators of human pyruvate kinase M2. AID 1631. Potency, µM (highest dose often 57.5 µM), without a hit: at the highest dose activation, usual class: activators. purified PKM2, Kinase-Glo ATP luminescence, activation; response scale: 0% is enzyme alone, no compound. 260,000 compounds, 0.34% hits; also: potency is read from the fitted curve at half-maximal effect; % is scaled to controls: 0 for no effect and ±100 for the full control effect; nearly all actives have a fitted effect of over 55% in size
Target sequence (P14618 whole entry, looked up): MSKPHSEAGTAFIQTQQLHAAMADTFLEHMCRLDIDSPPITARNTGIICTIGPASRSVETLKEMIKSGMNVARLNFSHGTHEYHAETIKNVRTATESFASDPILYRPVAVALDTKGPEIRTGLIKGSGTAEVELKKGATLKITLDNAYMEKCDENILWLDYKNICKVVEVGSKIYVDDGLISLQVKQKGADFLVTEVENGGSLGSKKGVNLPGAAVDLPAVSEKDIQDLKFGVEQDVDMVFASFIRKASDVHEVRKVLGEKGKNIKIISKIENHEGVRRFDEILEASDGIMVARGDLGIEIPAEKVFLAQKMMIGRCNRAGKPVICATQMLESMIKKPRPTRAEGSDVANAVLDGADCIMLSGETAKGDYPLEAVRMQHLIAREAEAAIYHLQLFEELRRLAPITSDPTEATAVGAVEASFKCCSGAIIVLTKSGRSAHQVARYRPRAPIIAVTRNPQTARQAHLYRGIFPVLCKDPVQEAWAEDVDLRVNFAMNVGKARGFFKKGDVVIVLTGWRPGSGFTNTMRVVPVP
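hPK-M2, >95% pure; 0.1 mM ADP / 0.5 mM PEP final; imidazole pH7.2 buffer w/ 7 mM MgCl2, 50 mM KCl; 1 h RT; Kinase-Glo lum. Intermediate enzyme activity for dual inhibitor/activator qHTS.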
Menin MLL FP TR = inhibitors of human menin-MLL interaction, mutant MLL peptide; O00255; Menin + Texas Red MLL mutant peptide, fluorescence polarization; Potency, µM (doses to about 61.6 µM), for the others: top-dose FP activity change, negative = inhibition, actives largely listed as inhibitors; 270,000 compounds, 0.23% hits; active = well fitted inhibition curve with a large enough effect in the polarisation, with a control signal flat, not every such curve was filed as active; inconclusive = small, poorly fitted or top-dose-only effect, or effect the other way, or a change in a side signal; inactive = no such curve, though single readings can be large or run the other way; the % refers to the polarisation; also: potency is read from the fitted curve at half-maximal effect; % of control where 0% means no effect; many of its hits are not listed in these tables
* hit, by the source's call; ? = inconclusive; . = not tested or not shown; & = joins results of further samples; [ ] = remark or other dose. Unless noted, calls follow the shape of the dose curve; as a rule, active = well fitted curve in the direction sought with a large enough effect; inconclusive = small, poorly fitted or top-dose-only effect, or another doubt; inactive = no such curve, though single readings can be large; an effect the other way counts as inactive or inconclusive. A portion of the library; rates above refer to the full screens.

SMILES	KCNH2 WT inh	B2AR arrestin	Coupling enz	Giardia kill	USP2a block	TRPV1 ag	MLL CXXC-DNA inh	GALK inhibitor	KCNH2 3.1 block	PKM2 act	Menin MLL FP TR
Cc1nn(-c2ccc(N3CCOCC3)nn2)c(C)c1CCC(=O)N1CCN(C)CC1	0	0.4%	3	1	1%	-3	-7%	-2%	-9	1%	4%
Nc1ccc(Nc2nc3ccccc3[nH]2)cc1	-4	-0.5%	1	3	1%	3	-1%	-3%	-25	-1%[11.5 µM]	?
CCCc1c(C(=O)NNc2cccc(Cl)c2)cnn1-c1ccccc1	5	0.1%	0	2	3%	1	-6%	4%	-5	4%	.
Cc1ccccc1/C=c1\s/c(=C\C(=O)C(C)(C)C)[nH]c1=O	9	-0.4%	-7	-5	0%	-1	-11%	-3%	-6	6%	?
Cc1ccccc1OCCOC(=O)c1nc2nccc(C)n2n1	-1	-0.2%	0	5	0%	1	11%	-1%	-2	-1%	4%
COc1ccccc1/C=C1/C(=O)ON=C1C	15	0.1%	0	?	3%	0	?	0%	14	.	-3%
O=C(O)CC1(CC(=O)NCc2ccccn2)CCCCC1	1	0.2%	4	34[activator]	2%	1	-5%	6%	1	1%	.
COc1ccc(COC[C@H](C)[C@H](O)[C@@H](C)[C@H]2OC(=O)[C@@H]2C)cc1	1	.	1	-7&-9	.	.	.	.	9	.	-17%
COc1ccc(O)c(C2NC(CC(C)C)(C(=O)O)C3C(=O)N(Cc4ccccc4)C(=O)C23)c1 (stereo unspecified)	5	-0.1%	0	-14	0%	-1	7%	2%	6	-6%	10%
CCCCOC(=O)N1CCOCCOCCOCCOCC1	1	-0.7%	3	-4	-1%	2	22%	0%	0	3%	.
O=C(Nc1cccc(C(F)(F)F)c1)c1cccnc1	-34	.	0	0	.	13	6%	7%	-4	-5%	?
O=C(c1ccco1)N1CCN(C(=O)c2ccc(CS(=O)c3ccc(Cl)cc3)o2)CC1 (stereo unspecified)	-2	0.1%	.	-12	-10%	4	6%	4%	-7	.	.
CCN(CC)C(=O)c1cc2sc3ccccc3c2s1	-1	0.4%	-3	9	-6%	?	3%	1%	3	1%	11%
O=C(Nc1ccccc1C(F)(F)F)NC1CCCCCCC1	-10	-1.0%	1	5	0%	?	-1%	1%	4	-4%	-10%
O=C(Cn1nnc(-c2cccs2)n1)NCc1ccccc1	-4	-0.4%	1	-9	2%	6	11%	2%	16	0%	8%
CCN(CC)S(=O)(=O)c1ccc(C(=O)Nc2nnc(-c3ccco3)o2)cc1	-8	0.0%	0	0	1%	-1	7%	1%	-4	0%	?
O=C(N/N=C/c1ccc(N2CCCC2)c([N+](=O)[O-])c1)c1cccnc1	-4	2.5%	4	-11	-3%	-2	-32%	9%	2	1%	24%
CCCc1cc2c(cc1NC(=O)c1ccccc1Cl)OCO2	2	0.1%	.	3	0%	8	3%	-2%	-3	1%	-1%
Cc1ccc(NC(=O)C2C3C=CC4(CN(Cc5cccnc5)C(=O)C24)O3)cc1F (stereo unspecified)	0	0.5%	1	-6	0%	-4	4%	-2%	4	?	-15%
CCc1ccc(-c2nc(SCC(=O)c3c(N)n(C4CC4)c(=O)[nH]c3=O)n[nH]2)cc1	-20	-0.2%	.	?	4%	1	.	.	-4	.	.
CCCNC(=O)CN(C1CCCCC1)S(C)(=O)=O	9	.	4	2	.	3	0%	1%	5	-10%	-6%
CC1CCc2c(sc3ncnc(N4CCOCC4)c23)C1 (stereo unspecified)	1	.	5	-16	.	?	10%	4%	9	6%	-18%
COc1ccc(NC(=O)c2cc(S(=O)(=O)N3CCOCC3)cn2C)cc1Cl	-9	-3.7%	3	15	2%	7	.	.	-2	0%	9%
Cc1ccc2nc(N3CCN(C(=O)CCC(=O)O)CC3)nc(-c3ccccc3)c2c1	-2	0.6%	6	-13	-2%	-4	3%	0%	-8	.	9%
CNc1nnc(CSc2nc3ccccc3s2)s1	18	2.8%	0	19	0%	4	-5%	-1%	-6	21%	10%

Molecules shown so far that contain two or more sulfur atoms, in the order listed:
SMILES	KCNH2 WT inh	B2AR arrestin	Coupling enz	Giardia kill	USP2a block	TRPV1 ag	MLL CXXC-DNA inh	GALK inhibitor	KCNH2 3.1 block	PKM2 act	Menin MLL FP TR
CCN(CC)C(=O)c1cc2sc3ccccc3c2s1	-1	0.4%	-3	9	-6%	?	3%	1%	3	1%	11%
CNc1nnc(CSc2nc3ccccc3s2)s1	18	2.8%	0	19	0%	4	-5%	-1%	-6	21%	10%

Additional compounds follow:
SMILES	KCNH2 WT inh	B2AR arrestin	Coupling enz	Giardia kill	USP2a block	TRPV1 ag	MLL CXXC-DNA inh	GALK inhibitor	KCNH2 3.1 block	PKM2 act	Menin MLL FP TR
Cc1ccc(OCC(O)Cn2c(N)nc3c2c(=O)n(C)c(=O)n3C)cc1 (stereo unspecified)	-5	0.3%	7	-4	4%	0	-5%	5%	-11	-2%	15%
O=C(CN1C(=O)NC2(CCCC2)C1=O)Nc1cc(Cl)ccc1N1CCCC1	-12	0.3%	1	6	-1%	6	-4%	1%	-6	4%	6%
O=C1c2ccccc2C(=O)N1CCc1c[nH]c2ccc(O)cc12	-3	-0.7%	1	2	-1%	11	2%	10%	-7	3%	-7%
CCOC(=O)C1CCCN(CC(O)COCc2ccc3c(c2)OCO3)C1 (stereo unspecified)	-1	0.0%	-1	6	-1%	1	2%	0%	11	4%	-13%
COc1ccc(C2Nc3ccccc3C(=O)N2Cc2ccco2)cc1COc1ccc(F)cc1 (stereo unspecified)	-1	0.6%	2	7	-4%	1	9%	0%	-31	14µM*	29%
N#CCSc1ncnc2ccccc12	-10	-0.2%	1	14	1%	0	15%	9%	4	0%	7%
Clc1ccc2ncc(-c3nnnn3-c3ccccc3)c(-c3ccccc3)c2c1	-4	3.4%	-4	-19	0%	13	-3%	-1%	-5	12%	5%
COc1cccc(CSc2nnc(C(F)(F)F)n2Cc2ccc(F)cc2)c1	-1	-0.9%	0	2	0%	.	3%	-3%	15	1%	.
CCOCc1nnc(NC(=O)c2ccc(NC(C)=O)cc2)s1	0	0.0%	0	14	1%	0	-5%	5%	-2	-5%	8%
C[C@H](NC(=O)C(c1ccccc1)c1ccccc1)c1ccccc1	-6	-0.7%	-1	-4	3%	6	23%	2%	16	.	-1%
C=CCn1c(SCC(=O)N2CC(C)OC(C)C2)nnc1-c1ccncc1 (stereo unspecified)	-5	0.2%	.	12	-1%	-1	.	.	-12	.	.
O=C(Nc1ccc(S(=O)(=O)Nc2nccs2)cc1)c1cccc(F)c1	12	-0.5%	-1	-3	5%	-4	-10%	3%	2	.	.
COc1ccc(OCC(=O)Nc2ccncc2)cc1	11	-0.4%	2	-19	-10%	?	8%	4%	-5	-5%	.
NC(=O)c1ccc[n+](CC(=O)c2cccc([N+](=O)[O-])c2)c1	-3	0.4%	-2	17	4%	0	7%	.	-8	.	-19%
COc1ccc(-c2noc(CSc3nc4sc(C)c(C)c4c(=O)n3-c3ccccc3)n2)cc1OC	5	-0.4%	1	-22	-1%	-1	23%	4%	0	4%	13%
CC(C)C(CC(=O)NCc1ccco1)c1ccco1 (stereo unspecified)	-2	-0.1%	2	-6	1%	7	-8%	2%	-5	0%	-10%
CCOc1ccc(CC(=O)NCC2(N3CCCCC3)CCCCC2)cc1	2	-0.1%	3	-3	3%	1	4%	1%	7	1%	-2%
COc1ccccc1NC(=O)CSc1nnc(C2CCCCC2)o1	2	0.3%	-6	7	2%	5	-1%	0%	3	-2%	11%
CCN(Cc1ccccc1)c1ccc(/C=N/NC(=O)c2cccc(S(=O)(=O)N3CCOCC3)c2)cc1	21	0.0%	0	20	-2%	2	20%	0%	-6	-2%	0%
Cc1nc2cc3ccccc3cc2c(=O)[nH]1	23	0.1%	-24	-3	?	2	9%	2%	11	-7%	-13%
CN(CCOC(=O)c1ccccc1)Cc1ccccc1	-39	0.0%	-4	-21	0%	0	8%	0%	-14	2%	-3%
O=C(CCc1ccccc1)Nc1cccc(-c2nnc(-c3ccco3)o2)c1	-2	-0.2%	0	0	3%	1	2%	1%	1	7%	?
COc1ccc(NC(=O)C/C(C)=N/NC(=O)c2ccccn2)c(OC)c1	2	-0.3%	1	-14	-4%	26	-1%	0%	-20	0%	3%
COc1ccc(CC(=O)OCC(=O)NC2CCCCCC2)cc1OC	4	-0.3%	.	-9	-1%	?	.	.	15	.	.
COCCn1c(C)cc(C(=O)COC(=O)CCc2ccc(S(=O)(=O)N3CCOCC3)cc2)c1C	-1	0.1%	1	15	2%	1	6%	2%	8	10%	0%
